Compound activity (PubChem)
influenza NS1A: H1N1 influenza NS1A inhibitors, functional cell based assay (AID 504329); NS1A functional cell-based assay, percent inhibition; higher % means a stronger effect; inhibition, % at 12.5 µM, or IC50 in µM where a hit was titrated; 340,000 compounds, 0.3% hits; in the data active means a potency from the dose series; inconclusive means inhibition above about 27% without an active follow-up result; further: strong numbers were not always called active
PhoP GFP inhibition: PhoP regulon inhibitors, Salmonella typhi PhoP promoter GFP reporter, confirmatory (AID 1850); 310,000 compounds, 0.33% hits; Salmonella Typhi PhoP-promoter GFP reporter, fluorescence, 4 h; higher % means a stronger effect; inhibition, % at 50 µM, or IC50 in µM where a hit was titrated; in the data active means a potency from the dose series; inconclusive means inhibition mostly from about 25% at the one dose, without a potency; inactive means the rest, 99 in 100 with inhibition below about 19%;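 further: 0% = induced wells with vehicle and 100% = uninduced wells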
VEEV TC-83 Vero: inhibitors of VEEV TC-83 cytopathic effect, confirmation, Vero cells (AID 588727). Vero cells, VEEV TC-83 cytopathic effect inhibition; higher % means a stronger effect. one-dose inhibition, % at 20 µM; IC50 in µM for titrated hits. 350,000 compounds, 0.13% hits; in the data active means a potency from the dose series; inconclusive means inhibition mostly from about 14% at the one dose, without a potency; inactive means the rest, 99 in 100 with inhibition below about 12%; further: strong numbers were not always called active
tuberculosis growth: growth inhibition of non-replicating M. tuberculosis (AID 488890) | Mycobacterium tuberculosis non-replicating, growth inhibition; higher % means a stronger effect | one-dose inhibition, % at 25 µM; IC50 in µM for titrated hits | 320,000 compounds, 0.39% hits; in the data active means a potency from the dose series; inconclusive means inhibition mostly from about 82% at the one dose, without a potency; inactive means the rest, 99 in 100 with inhibition below about 76%;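 further: plate controls were DMSO cells for no effect and high antibiotic wells for full effect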
H37Rv inhibition: M. tuberculosis growth inhibition, HTS (AID 449762). M. tuberculosis H37Rv growth inhibition, 7H9 media; higher % means a stronger effect. one-dose inhibition, % at 25 µM; IC50 in µM for titrated hits. 330,000 compounds, 0.59% hits; in the data active means a potency from the dose series; inconclusive means inhibition above about 70% without an active follow-up result;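 further: bacterial growth assessed after seven days of incubation; strong numbers were not always called active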
* marks the source's active call; other numbers are inactive results; i = inactive; u = inconclusive; x = no result given; & = joins results of further samples.

canonical_smiles,influenza NS1A,PhoP GFP inhibition,VEEV TC-83 Vero,tuberculosis growth,H37Rv inhibition
COc1ccc(N2CCN(C(c3ccccc3OC)c3nnnn3Cc3ccco3)CC2)cc1 (stereo not drawn),24%,13%,i,51%,-10%
Cc1ccsc1-c1nc(CSCC(=O)NCCN2CCCC2)c(C)o1,4%,3%,i,14%,-4%
NC(=O)c1ccc(NC(=O)CCN2C(=O)c3ccccc3C2=O)cc1,-3%,-5%,0.5%,-8%,0%
CCOc1ccc(CN2CCN(C(=O)c3cccc4ccccc34)CC2)cc1,6%,-1%,i,-11%,12%
COc1cccc(CN2CCN(C(c3ccccc3)c3ccccc3)CC2)c1O,2%,2%,i,21%,49%
CCN1CCN(CCNC(=O)c2ccc(/C=C3/Sc4ccccc4N(Cc4cccc(C)c4)C3=O)cc2)CC1,22%,46%,3.7%,74%,u
N#Cc1ccc(CSc2nnc(-c3ccncc3)o2)cc1,-3%,5%,2.2%,57%,11%
COc1ccc(CC(=O)Nc2ccc(C(=O)Nc3ccccc3C(=O)O)cc2)cc1OC,-12%,5%,5.5%,-19%,1%
COc1cc(NC(=O)c2ccco2)c(C(=O)OCC(=O)Nc2ncc(Cl)cc2Cl)cc1OC,-4%,-11%,4.5%,13%,7%
CCn1cc(Br)c(C(=O)Nc2ccc(Cl)cc2Cl)n1,-4%,5%,i,13%,-12%

(listing goes on)
canonical_smiles,influenza NS1A,PhoP GFP inhibition,VEEV TC-83 Vero,tuberculosis growth,H37Rv inhibition
CC(c1ccncn1)N(C)C(=O)c1ccc2oc(Cc3ccccc3)nc2c1 (stereo not drawn),28%,6%,0.5%,-9%,0%
N#Cc1ccccc1NC(=O)COC(=O)CCc1ccc(S(=O)(=O)N2CCCCC2)cc1,-5%,-2%,2.3%,64%,1%
CC1CN(C(C)C)C(C)CC1OC(=O)c1ccccc1 (stereo not drawn),-4%,8%,0.4%,-4%,-1%
O=C(OC1CCOC1=O)C1CCN(S(=O)(=O)c2ccc(Cl)c(C(F)(F)F)c2)CC1 (stereo not drawn),9%,-3%,7.5%,-1%,-1%
COCc1cc(C)nc(SCC[N+](C)(C)CC(=O)c2ccccc2)c1C#N,-1%,-9%,i,12%,7%
CC(=O)c1c(C)[nH]c(C(=O)Nc2ccc(C)c(C)c2)c1C,-6%,0%,4.0%,-3%,-3%
Nc1cc(=O)[nH]c(SCC(=O)N2CCCC2)n1,-9%,x,1.5%,-4%,-7%
CCOc1ccc(S(=O)(=O)N(C)CC(=O)NCc2ccc3c(c2)OCO3)cc1,4%,12%,i,-2%,-8%
Cc1ccc(SCc2c(C(=O)N/N=C/C3CC=CCC3)nnn2-c2nonc2N)cc1 (stereo not drawn),-4%,-5%,2.5%,-6%,-1%
Cc1nc(NC(=O)COc2ccccc2)sc1C(=O)Nc1ccccc1,-2%,2%,2.8%,16%,-1%

(list continues)
canonical_smiles,influenza NS1A,PhoP GFP inhibition,VEEV TC-83 Vero,tuberculosis growth,H37Rv inhibition
COc1ccc(Cn2ccnc2SCC(=O)NC2CCCC2)cc1,-1%,-12%,4.3%,-4%,-4%
COc1ccc(CNC(=O)COC(=O)/C=C/c2ccco2)cc1,4%,0%,4.2%,29%,-9%
CC1CN(C(=O)c2cc3ccccc3oc2=O)CC(C)O1 (stereo not drawn),-3%,7%,0.4%,4%,-2%
COc1cccc(-c2ncc3ccccc3c2COC(=O)CCC(=O)O)c1,0%,x,0.1%,28%,-1%
COc1ccc(CNC(=O)C2CCCN2S(=O)(=O)c2ccc(C)cc2)cc1 (stereo not drawn),-3%,-3%,i,-10%,-1%
Cc1ccc(S(=O)(=O)NC(C)(C)CN2CCCCC2)cc1,1%,-3%,i,-14%,-4%
CC(=O)c1c(C)[nH]c(-c2ccccc2)c1C,9%,8%,0.1%,-1%,1%
Nc1nnc(CC(=O)N/N=C\c2ccc(-c3cccc(Cl)c3)o2)s1,-5%,2%,0.7%,6%,6%
O=C(CSc1nnc(NC(=O)C2CCC2)s1)NC1CC1,7%,-11%,0.1%,1%,-1%
ClC(Br)=C(n1cnc2ccccc21)n1cnc2ccccc21,4%,10%,6.5%,-13%,6%

(next part)
canonical_smiles,influenza NS1A,PhoP GFP inhibition,VEEV TC-83 Vero,tuberculosis growth,H37Rv inhibition
COC(=O)C1=C(c2cccc(OCc3ccccc3)c2)C[C@@H]2CC[C@H]1N2C(=O)NCCOc1ccccc1,2%,x,3.1%,23%,-2%
CCn1c(SCC(=O)NCc2ccccc2)nc2nc3c(cc2c1=O)CCCC3,-2%,-24%,3.5%,1%,6%
CCNC(=S)Nc1cc(OCC)c(NC(=O)c2cccs2)cc1OCC,1%,-15%,i,u,1%
O=C(NCCN1CCOCC1)c1sc2ccccc2c1Cl,x,-7%,6.0%,5%,-1%
O=C(NCCc1ccc(F)cc1)c1coc(=O)c(Br)c1,-4%,-2%,2.6%,37%,1%
O=C(O)CCC(=O)Nc1ccc(C(=O)N2CCCCC2)cc1,-2%,-2%,1.2%,0%,-3%
CCC1Oc2ccccc2N(CC(=O)NCCCN2CCCCC2C)C1=O (stereo not drawn),10%,-13%,0.7%,24%,2%
CCOc1ccc(NC(=O)[C@@H]2CCCN2C(=O)c2cccs2)cc1S(=O)(=O)N1CCOCC1,10%,x,0.7%,14%,0%
Cn1c(=O)c2c(nc(CN3CCN(Cc4ccccc4)CC3)n2CCN2CCOCC2)n(C)c1=O,-10%,1%,2.8%,1%,-3%
CCc1ccccc1NC(=O)CSc1nnc(CCNC(=O)OC(C)(C)C)o1,2%,1%,0.5%,-3%,-1%

(list continues)
canonical_smiles,influenza NS1A,PhoP GFP inhibition,VEEV TC-83 Vero,tuberculosis growth,H37Rv inhibition
O=C(NN1CC(C(=O)OCc2ccc(Cl)cc2Cl)CC1=O)c1ccccc1 (stereo not drawn),-8%,-2%,i,48%,-12%
COCCCNC(=O)CCc1nc(-c2ccccc2)no1,18%,0%,6.8%,10%,-9%
CN1CCN(Cc2nc(Cc3cccc(F)c3)no2)CC1c1ccccc1 (stereo not drawn),-3%,-4%,0.6%,18%,5%
CCOc1ccc(NC(=O)CN(C)C(=O)CCCc2nc3ccccc3c(=O)[nH]2)cc1OCC,-7%,6%,2.3%,-2%,0%
N#Cc1c(N)nc(SCc2ccccc2)c(C#N)c1-c1ccco1,-6%,-16%,7.4%,17%,7%
COCc1cc(C)nc(N/N=C/c2ccc(Cl)c(Cl)c2)c1C#N,-4%,-4%,2.3%,-18%,-1%
O=C(O)c1ccc(NC(=O)c2ccccc2NC(=O)c2ccccc2Br)cc1,-8%,-4%,0.7%,14%,3%
Cc1ccccc1Oc1ccc(-c2nc(N)nc(N)n2)cc1,14%,4%,4.5%,-7%,8%
COc1ccc(NC(=O)C(CCS(C)(=O)=O)NC(C)=O)cc1 (stereo not drawn),4%,7%,i,-9%,-4%
O=C(OCC(=O)N1CCN(C(=O)c2ccco2)CC1)c1sc2ccccc2c1Cl,5%,-6%,i,68%,u

The list continues.
canonical_smiles,influenza NS1A,PhoP GFP inhibition,VEEV TC-83 Vero,tuberculosis growth,H37Rv inhibition
Cc1cccc(NC(=O)C2CCCN(S(=O)(=O)c3ccc4c(c3)oc(=O)n4C)C2)c1 (stereo not drawn),13%,-2%,1.0%,28%,7%
Cc1cc(NC(=O)CSc2cn(CCNC(=O)c3ccc(F)cc3)c3ccccc23)no1,6%,-2%,7.5%,26%,-2%
OC(C#Cc1ccccn1)c1cccs1 (stereo not drawn),-1%,-7%,0.7%,35%,50%
O=C(Nc1ccccc1C(=O)NCCc1ccccc1)c1ccco1,3%,-14%,6.1%,11%,-5%
CNC(=O)COc1ncnc2sc(C)c(C)c12,1%,2%,1.7%,2%,-7%
Clc1ccc(CNC2CCN(Cc3ccccc3)CC2)cc1,2%,-38%,0.7%,29%,6%
O=C(O)CCCC(=O)Nc1nc(-c2ccccc2)cs1,-7%,10%,0.0%,-4%,-4%
CCCCCCCCCC(=O)N/N=C/c1ccc(C)s1,-6%,7%,i,6%,u
COc1ccccc1N1CCN(c2nccc(C)n2)CC1,-8%,-6%,1.0%,25%,3%
NC(=O)CSc1nnc2ccc(-c3ccco3)nn12,-13%,6%,0.6%,1%,-9%

More results
canonical_smiles,influenza NS1A,PhoP GFP inhibition,VEEV TC-83 Vero,tuberculosis growth,H37Rv inhibition
COc1ccc(CC(=O)NNC(=O)COc2ccc(F)cc2)cc1S(=O)(=O)N1CCOCC1,-2%,x,i,-15%,-5%
N#C/C(=C\c1cccs1)C(=O)NCc1ccccc1,-3%,-8%,2.8%,-14%,-2%
O=c1[nH]oc2c1CCNC2,-2%,-7%,0.6%,-1%,-2%
O=C1COc2ccc(S(=O)(=O)Nc3ccc(F)cc3)cc2N1,10%,6%,i,-1%,-18%
CCN=C1SC(CC(=O)Nc2ccccc2)C(=O)N1CC (stereo not drawn),3%&2%,-4%,2.2%,3%,-2%
COc1ccc(CCOC(=O)c2ccc(N)c([N+](=O)[O-])c2)cc1,1%,-6%,4.2%,i,u
O=C(O)CCSc1nnc(-c2ccc3c(c2)OCO3)o1,5%,-1%,0.7%,20%,-9%
Cc1cc(=O)[nH]c2c(C)cc(S(=O)(=O)NCc3ccccc3)cc12,-4%,-4%,4.1%,-17%,1%
O=C1c2ccccc2C(=O)N1CCCCN(C(=O)c1cc([N+](=O)[O-])ccc1Cl)c1ccc(Cl)cc1,-5%,4%,1.7%,19%,-3%
O=c1nc(-c2ccccc2)cn[nH]1,0%,-3%,0.1%,-6%,-13%

Complete entries from above:
Results for `COc1ccc(CCOC(=O)c2ccc(N)c([N+](=O)[O-])c2)cc1` : influenza NS1A: 1%; PhoP GFP inhibition: -6%; VEEV TC-83 Vero: 4.2%; tuberculosis growth: i; H37Rv inhibition: u
Results for `CCN=C1SC(CC(=O)Nc2ccccc2)C(=O)N1CC` (stereo not drawn) : influenza NS1A: 3%&2%; PhoP GFP inhibition: -4%; VEEV TC-83 Vero: 2.2%; tuberculosis growth: 3%; H37Rv inhibition: -2%
Results for `O=C1c2ccccc2C(=O)N1CCCCN(C(=O)c1cc([N+](=O)[O-])ccc1Cl)c1ccc(Cl)cc1` : influenza NS1A: -5%; PhoP GFP inhibition: 4%; VEEV TC-83 Vero: 1.7%; tuberculosis growth: 19%; H37Rv inhibition: -3%

The list continues.
canonical_smiles,influenza NS1A,PhoP GFP inhibition,VEEV TC-83 Vero,tuberculosis growth,H37Rv inhibition
O=C(NCc1cccs1)c1cccnc1Cl,-2%,-6%,0.1%,-8%,-1%
Cc1ccc(S(=O)(=O)NCCCNc2ccc([N+](=O)[O-])cc2)cc1,7%,0%,2.7%,27%,1%
O=C(CSc1ccc([N+](=O)[O-])cc1)Nc1nnc(C2CC2)s1,6%,x,2.8%,-3%,3%
COc1ccc(Cc2nnc(SCc3ccc([N+](=O)[O-])cc3)o2)cc1,-8%,-17%,2.0%,3.2µM*,-4%
CN(C)CCCNC(=O)c1cc2c3ccccc3n(C)c2s1,8%,-2%,2.2%,18%,-3%
COCCN(C(=O)COC(=O)CCn1c(C)csc1=O)c1c(N)n(Cc2ccccc2)c(=O)[nH]c1=O,12%,-3%,0.4%,-4%,-1%
C/C(CC(=O)NC(C)(C)C)=N\NC(=O)c1ccccc1N,-10%,12%,1.2%,-3%,4%
O=C(O)C1C2C=CC3(CN(C4CCCC4)C(=O)C13)O2 (stereo not drawn),0%,6%,i,-9%,-12%
O=C1CCN(CCc2ccccc2)CCN1[C@H](COc1ccccc1)c1ccccc1,-1%,-2%,4.1%,22%,20%
COC(=O)C1CSC(C(=O)OC)N1C(=O)Nc1c(C)cccc1C (stereo not drawn),26%,0%,1.4%,-6%,-5%

(continued)
canonical_smiles,influenza NS1A,PhoP GFP inhibition,VEEV TC-83 Vero,tuberculosis growth,H37Rv inhibition
CC(C)(C)c1ccc2oc(=O)cc(-c3cccc(-c4ccc(C(F)(F)F)cc4)c3)c2c1,0%,x,1.2%,x,x
O=C(COC(=O)CNC(=O)c1ccco1)Nc1ccc(Cl)cn1,-1%,-3%,2.2%,3%,2%
CN(Cc1ccccc1)S(=O)(=O)c1ccc(Cl)c(C(=O)OCC(N)=O)c1,-3%,12%,i,-11%,-14%
Cc1ccc2c(c1)C(=O)C(=O)N2Cc1ccc(F)cc1,2%,x,i,78%,3%
COc1cc2c3nnc(-c4ccccc4)c-3cn(Cc3ccc(F)cc3)c2cc1OC,-3%,-7%,i,48%,65%
COCC(C)n1c(C)cc(C(=O)CSc2nnc(-c3ccco3)o2)c1C (stereo not drawn),-1%,x,1.1%,16%,1%
